TAAR1 agonist – human TAAR1 agonists, primary screen, Fluo-8 calcium fluorescence, CHO RD-HGA16 cells; Trace amine-associated receptor 1 (Homo sapiens), Q96RJ0; vehicle wells 0%, saturating PEA agonist 100%; activation, % at 3 µM; 0.99% of 360,000 active; AID 624467, 2012;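 active means activation above the mean activation of all test compounds in the run plus 3 SD, cut at about 38% in these data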
Target sequence (Q96RJ0 whole entry, looked up): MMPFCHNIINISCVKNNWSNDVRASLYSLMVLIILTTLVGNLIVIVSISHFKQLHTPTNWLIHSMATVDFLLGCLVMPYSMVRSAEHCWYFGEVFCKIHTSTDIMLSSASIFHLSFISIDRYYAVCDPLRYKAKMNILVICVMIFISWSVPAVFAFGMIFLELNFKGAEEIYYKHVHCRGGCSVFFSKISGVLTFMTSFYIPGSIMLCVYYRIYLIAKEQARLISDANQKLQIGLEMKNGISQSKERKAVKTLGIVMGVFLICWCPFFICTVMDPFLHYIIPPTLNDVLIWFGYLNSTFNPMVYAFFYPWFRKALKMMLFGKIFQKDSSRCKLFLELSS
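Benchmarks: low control DMSO, high control PEA (EC100); System: CHO RD-HGA16 cells carrying human TAAR1 plus Gα16; Detection: Fluo-8 fluorescence, 5 s baseline then 140 s kinetic read; Schedule: 17-24 h plating, Fluo-8 75 min 37 °C, 30 min RT; Read-out basis: % activation from peak over basal fluorescence ratio, DMSO-to-PEA scaled.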
M4 ag – human M4 muscarinic receptor agonists, primary screen, CHO-K1 cells, Fluo-8 calcium fluorescence | Muscarinic acetylcholine receptor M4 (Homo sapiens), P08173 | CHO-K1 hM4/Gqi5; vehicle 0%, full acetylcholine response 100% | activation, % at 3 µM | 0.14% of 360,000 active;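 active means activation above the run mean over all test wells plus 3 SD, cut at about 32% in these data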;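 further: peak over basal fluorescence ratio per well then scaled between controls; 0% = DMSO wells and 100% = acetylcholine at EC100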
M5 ag – human M5 muscarinic receptor agonists, primary screen, CHO-K1 cells, Fluo-8 calcium fluorescence. Muscarinic acetylcholine receptor M5 (Homo sapiens), P08912. CHO-K1 hM5 cells; 0% DMSO wells, 100% maximal acetylcholine response. activation, % at 3 µM. 0.19% of 360,000 active. AID 624037, 2012;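 active means activation above the run's mean over test compounds plus 3 SD, cut at about 23% in these data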;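 further: signal is peak over basal fluorescence ratio across the kinetic read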
Target sequence (P08912 whole entry, looked up): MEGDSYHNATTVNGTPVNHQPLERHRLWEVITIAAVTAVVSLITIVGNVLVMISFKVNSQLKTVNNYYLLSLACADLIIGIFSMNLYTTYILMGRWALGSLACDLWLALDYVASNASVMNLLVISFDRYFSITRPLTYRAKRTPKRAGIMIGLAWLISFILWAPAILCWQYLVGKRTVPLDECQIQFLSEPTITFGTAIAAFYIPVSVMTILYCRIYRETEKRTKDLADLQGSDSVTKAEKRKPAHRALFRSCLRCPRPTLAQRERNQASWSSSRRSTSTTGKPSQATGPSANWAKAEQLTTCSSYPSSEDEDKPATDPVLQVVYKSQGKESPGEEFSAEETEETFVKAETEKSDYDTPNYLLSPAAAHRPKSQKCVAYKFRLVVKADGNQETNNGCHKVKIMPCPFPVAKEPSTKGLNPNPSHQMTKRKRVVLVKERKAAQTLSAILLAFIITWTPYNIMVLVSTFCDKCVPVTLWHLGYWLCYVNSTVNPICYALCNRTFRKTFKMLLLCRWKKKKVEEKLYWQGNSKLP
CHRM5 PAM – human M5 muscarinic receptor positive allosteric modulators, primary screen, CHO-K1 cells, Fluo-8 calcium fluorescence. activation, % at 3 µM. CHO-K1 hM5, ACh EC20 PAM; 0% = ACh EC20, 100% = ACh EC100. Muscarinic acetylcholine receptor M5 (Homo sapiens), P08912. AID 624038, 2012. 0.3% of 360,000 active;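 active means activation above the run cutoff, the mean activation of all test compounds plus 3 SD, cut at about 18% in these data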
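system = human M5 receptor in CHO-K1 cells | reagent = EC20 acetylcholine as agonist stimulus | compound dosing = single-point, 3 µM nominal | incubation = Fluo-8 loading 80 min at 37 °C plus 30 min room temperature | detection = Fluo-8 calcium dye fluorescence, kinetic read | benchmarks = low control EC20 acetylcholine (0%), high control EC100 acetylcholine (100%)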
CHRM1 antagonist – human M1 muscarinic receptor antagonists, primary screen, CHO-K1 cells, Fluo-8 calcium fluorescence, 1536-well; Muscarinic acetylcholine receptor M1 (Homo sapiens), P11229; CHO-K1 hM1, ACh EC80 antagonist; inhibition, % at 3 µM; 1.3% of 360,000 active;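 active means percent inhibition above its own plate's cutoff, namely the mean of that plate's compound wells plus 3 SD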;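 further: peak over basal fluorescence ratio during 140 s after agonist addition; 0% = ACh EC80 plus DMSO and 100% = DMSO alone without agonist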
CHRM1 PAM – human M1 muscarinic receptor positive allosteric modulators, primary screen, CHO-K1 cells, Fluo-8 calcium fluorescence, 1536-well; AID 588819, 2011; 0.088% of 360,000 active; CHO-K1 hM1, ACh EC20; 0% = ACh EC20, 100% = maximal ACh; activation, % at 3 µM; Muscarinic acetylcholine receptor M1 (Homo sapiens), P11229; in the data active means activation above about 19%, passing the limit was not always enough
M4 antag – human M4 muscarinic receptor antagonists, primary screen, CHO cells, Fluo-8 calcium fluorescence | 0.73% of 360,000 active | Muscarinic acetylcholine receptor M4 (Homo sapiens), P08173 | CHO-hM4 cells, ACh EC80 | AID 624125, 2012 | inhibition, % at 3 µM;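 active means inhibition above its plate's cutoff, the mean inhibition of sample wells plus 3 SD, cut at about 27% in these data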;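 further: 0% = acetylcholine EC80 with DMSO and 100% = DMSO without agonist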
CHRM5 antagonist – human M5 muscarinic receptor antagonists, primary screen, CHO cells, Fluo-8 calcium fluorescence; Muscarinic acetylcholine receptor M5 (Homo sapiens), P08912; CHO-hM5 cells, ACh EC80; inhibition, % at 3 µM; 0.59% of 360,000 active;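 active means inhibition above a per-plate cutoff, the mean of that plate's test compounds plus 3 SD, cut at about 27% in these data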;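 further: 0% = acetylcholine EC80 with DMSO and 100% = DMSO without agonist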
CHRM1 agonist – human M1 muscarinic receptor agonists, primary screen, Fluo-8 calcium fluorescence, CHO-K1 cells, HTS; Muscarinic acetylcholine receptor M1 (Homo sapiens), P11229; CHO-K1 hM1, agonist mode; 0% DMSO, 100% acetylcholine EC100; activation, % at 3 µM; 0.33% of 360,000 active; AID 588814, 2011;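 active means activation above the run's mean compound activation plus 3 SD, cut at about 16% in these data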;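 further: peak over basal fluorescence ratio within a 140 s kinetic read after compound addition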
* = called active by the depositor. This is a subset, so the mix of outcomes need not match the whole.

M4 ag	M5 ag	CHRM1 antagonist	CHRM1 PAM	CHRM5 PAM	CHRM1 agonist	CHRM5 antagonist	TAAR1 agonist	M4 antag	mol
0	3	0	1	4	-3	-1	-3	1	CCOc1ccccc1NC(=S)N(CCOC)C1CCN(C(C)=O)CC1
1	-7	3	-3	7	-4	-1	10	-1	c1coc(-c2nc(-c3ccncc3)no2)c1
4	1	-2	-3	-10	-2	7	0	7	Cc1c(C(=O)N2CCN(S(=O)(=O)c3ccccc3)CC2)oc2ccc(Br)cc12
1	-6	-10	6	11	-3	-3	0	3	CCOc1ccc2[nH]c(C)c(CN3CCN(CC)CC3)c(=O)c2c1
0	4	-13	18	-1	1	2	2	6	CN1C2=CC=CC=CC2=[N+](C)C12C([N+](=O)[O-])=CC(=[N+]([O-])[O-])C=C2[N+](=O)[O-] (stereo not drawn)
0	-7	-11	4	0	-6	-8	1	2	CC(C)NC(=O)c1ccc(Sc2ccccc2)c([N+](=O)[O-])c1
1	-4	-8	8	8	-4	1	-1	-21	COc1ccc(Cl)cc1C(=O)Nc1cccnc1Cl
-2	-4	-10	-7	-9	-8	0	-3	-20	CCOc1ccc(-c2nc(C#N)c(N3CCCCCC3)o2)cc1
1	-1	1	4	8	-5	-1	6	-4	CCOc1ccc(S(=O)(=O)N(C)CC(=O)N2CCN(CC)CC2)cc1
4	3	-2	5	-5	-2	7	1	-2	COC(=O)c1ccc(CSc2nnc3nc(C)cc(C)n23)cc1
3	2	-1	3	4	-4	5	5	-5	COC(=O)c1ccc(NC(=S)N(Cc2cccnc2)Cc2ccco2)cc1
2	0	-8	2	3	-1	2	0	-6	CC1=C(C(=O)N2CCOCC2)CC(CC(=O)NC2CCCCC2)C(=O)N1Cc1ccc(F)cc1 (stereo not drawn)
1	0	-2	0	-1	-3	0	3	4	O=C(NCc1ccccc1)c1cc(C2CCCN(S(=O)(=O)c3cccs3)C2)on1 (stereo not drawn)
16	1	-5	-4	-14	-1	19	12	-4	CC(C)(C)OC(=O)N1CCC(NC(=O)c2nc[nH]c2C(=O)N2CCN(c3ccccc3)CC2)CC1
1	-5	-12	16	-6	1	12	1	-1	CCOc1ccc(S(=O)(=O)N2CCN(S(=O)(=O)c3ccc(C)c(C)c3)CC2)cc1
4	-5	0	0	-3	-9	6	2	2	C[C@H](NC(=O)c1nc[nH]c1C(=O)N[C@@H](C)C(=O)OC(C)(C)C)C(=O)OCc1ccccc1
1	-3	-7	-1	0	-4	-16	6	-3	CCOC(=O)c1ccccc1NC(=O)/C=C/c1cc(OC)c(OC)c(OC)c1
-1	0	-13	-2	-3	-3	4	1	9	COCc1nc2c([nH]1)c(=O)n(C)c(=O)n2CC(C)C
6	-7	-17	4	-1	-7	2	11	4	CCOC(=O)C1=C(CC)Nc2ccccc2N=C1NC(=O)c1ccc(S(=O)(=O)N(C)C)cc1
0	-7	-1	-2	-1	-8	9	3	8	CC(=O)c1cccc(CN2CCN(C3CCCC3)C(CCO)C2)c1 (stereo not drawn)

M4 ag	M5 ag	CHRM1 antagonist	CHRM1 PAM	CHRM5 PAM	CHRM1 agonist	CHRM5 antagonist	TAAR1 agonist	M4 antag	mol
2	0	0	2	0	-3	-1	0	8	COc1ccc(OCCCn2c(=O)oc3ccccc32)cc1
0	2	-7	4	-4	0	4	2	7	O=C(CSc1nc(C(F)(F)F)cc(=O)[nH]1)NCC1CCCO1 (stereo not drawn)
16	1	2	-6	-8	-3	5	23	0	CC(C)C(=O)N1CCN(c2ccc(NC(=O)c3cccs3)cc2Cl)CC1
1	1	1	0	-2	-3	5	4	17	COC(=O)/C(=C/Nc1cccc2ccccc12)[N+](=O)[O-]
2	-18	92*	-26	-28	-8	15	2	17	CCOC(=O)c1cnc2ccccc2c1NCc1ccco1
1	-2	-4	5	-2	-7	-3	-2	5	Cn1cccc1C1CCCN1CC(=O)Nc1ccc(C(N)=O)cc1 (stereo not drawn)
0	-1	-5	1	-6	-2	7	1	12	Cc1cccc(N2C(=O)NC3(CCCCC3)C2=O)c1
0	-1	-7	7	-2	-3	-9	5	7	CCCCN(C)C(=O)Cn1cnc2sc(C)cc2c1=O
0	7	6	-1	-3	-3	-11	-2	-5	Cc1nc(NC(=O)CC(C)C)sc1-c1csc(Nc2ccc(Cl)cc2)n1
0	1	3	-7	-3	-6	5	1	-10	N#Cc1ccc(N2Cc3ccccc3C2=NC(=O)c2cccnc2Cl)cc1
2	-2	-10	10	-2	0	0	1	-6	Cc1ccc(C)c(OCc2cc(C(=O)NC(C)c3cnn(C)c3)no2)c1 (stereo not drawn)
1	1	-6	4	-1	0	-5	0	-10	N#Cc1nc(-c2ccccc2F)oc1NCCN1CCOCC1
1	0	-15	11	-1	-3	8	1	-9	O=C(CSc1ccc(Cl)cc1)NNC(=O)c1ccncc1
0	-4	-11	-6	-3	-7	-4	11	-4	O=C(N/N=C\c1ccc(CN(Cc2ccc(Cl)cc2)S(=O)(=O)c2ccccc2)o1)C(=O)Nc1ccc(F)cc1
0	4	-17	7	1	-1	2	0	-2	CC(C)C[C@@H](CNC(=O)OC(C)(C)C)NC(=O)c1nc[nH]c1C(=O)N[C@@H](CC(C)C)C(=O)CNC[C@H](CC(C)C)NC(=O)c1nc[nH]c1C(=O)N[C@@H](Cc1c[nH]c2ccccc12)C(=O)OC(C)(C)C
1	-2	-14	11	2	-2	4	1	-3	Cc1ccc(C2NC(=S)NC3=C2C(=O)CCC3)cc1 (stereo not drawn)
1	-4	-19	14	-1	1	4	2	-10	O=C(O)Cn1c(=O)c2c3c(sc2n(Cc2ccc(F)cc2)c1=O)CCCC3
5	0	-5	7	-3	-1	-7	3	-7	CCS(=O)(=O)Nc1ccc(C(=O)c2ccccc2)cc1
4	1	0	3	0	-4	3	3	2	CSCC(=O)Nc1nc(-c2ccc3c(c2)OCCO3)cs1
4	0	2	0	-2	-3	2	-2	6	CCN(CC)S(=O)(=O)c1ccc(Cl)c(C(=O)N2CCc3ccccc32)c1

Part of the list above, showing only TAAR1 agonist and CHRM1 agonist:
SMILES	TAAR1 agonist	CHRM1 agonist
COc1ccc(OCCCn2c(=O)oc3ccccc32)cc1	0	-3
O=C(CSc1nc(C(F)(F)F)cc(=O)[nH]1)NCC1CCCO1 (stereo not drawn)	2	0
CC(C)C(=O)N1CCN(c2ccc(NC(=O)c3cccs3)cc2Cl)CC1	23	-3
COC(=O)/C(=C/Nc1cccc2ccccc12)[N+](=O)[O-]	4	-3

The results go on.
M4 ag	M5 ag	CHRM1 antagonist	CHRM1 PAM	CHRM5 PAM	CHRM1 agonist	CHRM5 antagonist	TAAR1 agonist	M4 antag	mol
1	-4	-7	9	-2	-4	16	2	-4	Cc1ccc(C)c(SCC(=O)NNC(=O)c2ccccc2)c1
3	-3	7	-4	2	-6	2	5	3	Cc1c(C(=O)C(=O)N2CC=C(c3ccccc3)CC2)c2ccccc2n1C
7	-5	36*	-23	-19	1	12	5	5	O=C(Nc1ccc(OCC(F)(F)C(F)F)c(C(F)(F)F)c1)c1ccc(Cl)cc1
0	4	-4	5	3	0	-1	1	-6	Cc1cnc(C(=O)OCC(=O)Nc2ccc(Br)cc2F)cn1
2	2	-6	4	-3	-1	6	2	-14	Cc1ccn2c(=O)nc(SCC(=O)Nc3cccc4ccccc34)nc2c1
-1	0	3	3	-3	-3	8	5	9	Cc1ccc(Cn2nnc3c(=O)[nH]c(C(=O)NCc4ccco4)nc32)cc1
2	-3	-4	1	0	-7	1	2	-16	N#CC(C#N)=C1C=CC=CN1/C(=C\c1ccccc1)C(=O)c1cccs1
1	0	7	0	-2	-4	1	3	12	COCC(=O)NNC(=O)c1ccccc1OC
2	-3	1	1	3	-1	-1	2	-11	COc1cc(C(=O)Nc2ccc3c(c2)OCCO3)ccc1OC(C)C
2	3	3	-3	-5	-2	1	2	-7	CSCCNC(=O)c1ccc(OC2CCN(S(=O)(=O)N(C)C)CC2)cc1
1	7	3	2	-1	-2	-2	0	6	COc1ccc(-n2nnnc2SC(C)C(=O)NC2CCCC2)cc1 (stereo not drawn)
8	-2	-5	3	-7	-1	-2	4	-10	O=C(NC(=S)N1CCOCC1)c1cn(-c2ccccc2)nc1-c1ccccc1
0	-2	-8	3	-2	-4	-5	0	-16	COc1ccccc1CCc1nnc(CCC(=O)NC(C)Cc2cccc(C)n2)o1 (stereo not drawn)
2	-2	-2	0	-3	-5	-1	3	-8	COc1cc2cc(C(c3nnnn3C3CCCC3)N(C)C3CCCCC3)c(=O)[nH]c2cc1OC (stereo not drawn)
1	1	9	-5	-2	-4	7	0	13	Cc1ccccc1CC1SC(N=C(N)N)=NC1=O (stereo not drawn)
1	2	-8	4	-2	-2	0	2	-3	CCOC(=O)N1CCC(N2C(=O)c3ccc(C(=O)NCc4ccc(F)cc4)cc3C2=O)CC1
0	-2	-8	5	-2	-6	11	17	-9	Cc1cc(C)nc(N2CCC(C(=O)Nc3ccc(Oc4ccccc4)cc3)CC2)n1
2	1	-6	3	-1	-3	9	2	-5	Oc1cccc(-c2csc(C(O)(c3ccccc3)C(F)(F)F)n2)c1 (stereo not drawn)
-1	0	0	0	-1	-3	-1	1	6	COc1ccc(C2=CSC(/N=C/c3ccc(F)cc3)=NN2)cc1
1	1	-6	7	-7	-1	7	2	-19	O=C(OC1CCOC1=O)C1CCN(S(=O)(=O)c2ccc(Cl)c(C(F)(F)F)c2)CC1 (stereo not drawn)

M4 ag	M5 ag	CHRM1 antagonist	CHRM1 PAM	CHRM5 PAM	CHRM1 agonist	CHRM5 antagonist	TAAR1 agonist	M4 antag	mol
1	-1	1	2	8	-3	-10	7	-4	CS(=O)(=O)Nc1ccc(C(=O)Nc2ccccc2Cl)cc1
8	-5	-1	2	-10	-3	20	6	-2	O=C(Nc1nnc(COc2ccccc2F)s1)Nc1ccccc1F
0	-5	3	-1	0	-3	6	2	-2	Cc1ccc2oc(C(=O)NCCCN3CCOCC3)c(C)c2c1
0	-12	18	-4	-12	-5	2	15	6	Clc1ccccc1CSC1=NCCCN1
0	0	-13	9	2	-4	-1	5	0	Cc1cc2nnc(SC3CCOC3=O)n2c2ccccc12 (stereo not drawn)
7	3	0	-3	-3	0	4	6	-4	CC(=O)c1ccc(N2CCN(S(=O)(=O)c3ccc4c(c3)CCC(=O)N4)CC2)cc1

Screens as filed in PubChem BioAssay.
